High-throughput results deposited in PubChem BioAssay by Broad Institute.
Tcruzi prolif: T. cruzi proliferation inhibition. T. cruzi beta-gal in NIH3T3, GalScreen luminescence, 90 h. actives 5.9% (n = 77,000). inhibition, % at 8.34 µM. AID 624255;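 active = mean inhibition above about 93%, with at least 55% of replicates each passing it, limit read from the data, passing the limit was not always enough; inconclusive = only one of those two conditions holds; inactive = neither condition holds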
GASC1 inh: inhibitors of human demethylase GASC-1 KDM4C | Q9H3R0 | GST-KDM4C 2-372, H3K9me3 peptide, LANCE TR-FRET | inhibition, % at 12.5 µM | actives 0.15% (n = 96,000);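 active = mean replicate inhibition above about 25%, with at least 55% of replicates also reaching it, limit read from the data, passing the limit was not always enough; inconclusive = only one of those two conditions met; inactive = neither condition met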
Target sequence (Q9H3R0 2-372 limits assumed): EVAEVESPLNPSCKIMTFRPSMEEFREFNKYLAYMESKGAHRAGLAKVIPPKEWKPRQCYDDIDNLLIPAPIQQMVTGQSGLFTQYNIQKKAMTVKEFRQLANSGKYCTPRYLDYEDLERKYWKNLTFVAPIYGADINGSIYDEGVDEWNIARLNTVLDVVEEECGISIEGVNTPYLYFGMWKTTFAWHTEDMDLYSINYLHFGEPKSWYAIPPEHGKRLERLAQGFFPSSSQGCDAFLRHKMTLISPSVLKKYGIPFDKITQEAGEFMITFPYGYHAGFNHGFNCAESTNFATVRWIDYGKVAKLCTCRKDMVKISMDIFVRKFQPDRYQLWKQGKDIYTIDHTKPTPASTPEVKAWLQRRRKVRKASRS
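material = GST-tagged GASC-1 (JMJD2C) catalytic fragment, aa 2-372 | amount = enzyme final amount 10 nM | medium = HEPES buffer, pH 7.5, plus ascorbate | also added = H3K9me3 peptide substrate, Fe(II), 2-oxoglutarate | dosing = single dose | times = 30 min demethylation and 1 h detection at room temperature | detection = LANCE TR-FRET | read-out basis = Fall in 671/618 emission ratio as inhibition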
Pf Dd2 inh: inhibitors of Plasmodium falciparum Dd2 growth | P. falciparum Dd2 growth, SYBR Green, 72 h; hits give low values | activity change, % at 10 µM | actives 2.3% (n = 94,000); in the data active = activity change below about -80%; inconclusive = no clear call, values can overlap the other calls
C diff growth: blocks growth of Clostridium difficile; Clostridium difficile clinical isolate growth, OD600, 24 h; hits give low values; growth activity, negative = inhibition, % at 16 µg/mL (by protocol); actives 0.25% (n = 86,000); AID 1259249;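 active = mean growth activity at or below -80% and every replicate also at or below -80%; inconclusive = mean at or below -80% but some replicate above -80%; inactive = mean growth activity above -80%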;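 also: 0% = DMSO wells and -100% = levofloxacin 16 µg/mL wells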
Starred values were filed as active, the others as inactive; ? = inconclusive; / = no result given; & = joins results of further samples.

SMILES	Tcruzi prolif	GASC1 inh	Pf Dd2 inh	C diff growth
O=C(C[C@@H]1CC[C@H](NC(=O)c2ccncc2)[C@H](CO)O1)NCC1CCCCC1	6	0.9	2	/
C[C@@H]1CN([C@@H](C)CO)C(=O)CCCn2nncc2CO[C@@H]1CN(C)S(=O)(=O)c1ccccc1	-10	-0.1	2	/
CO[C@@H]1CN(C)C(=O)c2ccc(NC(=O)NC(C)C)cc2OC[C@@H](C)N(C(=O)CC2CC2)C[C@@H]1C	-8	1.0	18	2
COCC(=O)Nc1ccc2c(c1)C(=O)N(C)[C@@H]1CC[C@@H](CC(=O)O)O[C@@H]1CO2	18	1.1	19	1
CO[C@@H]1CN(C)C(=O)c2ccc(NC(=O)Nc3ccccc3F)cc2OC[C@@H](C)N(C)C[C@@H]1C	-12	0.0	-20	-3
CN1C(=O)c2cc(NC(=O)c3cncs3)ccc2OC[C@H]2O[C@@H](CC(=O)Nc3ccccc3F)CC[C@@H]21	21	/	-9	1
C[C@@H]1CN([C@H](C)CO)S(=O)(=O)c2ccc(C#CCC3CCCC3)cc2O[C@@H]1CN(C)C(=O)CN(C)C	98	-1.7	-70	7
C[C@H]1CCCCO[C@H](CN(C)Cc2ccccc2)[C@@H](C)CN([C@@H](C)CO)C(=O)c2cc(NC(=O)Nc3cccc4ccccc34)ccc2O1	/	-0.3	-42	27
C[C@@H]1CN([C@H](C)CO)S(=O)(=O)c2ccc(/C=C/c3ccccc3)cc2O[C@@H]1CN(C)C(=O)NC1CCCCC1	/	-1.8	-8	15
C[C@H]1CCCCO[C@@H](CN(C)C(=O)c2ccncc2)[C@@H](C)CN([C@@H](C)CO)C(=O)c2cc(NS(=O)(=O)c3ccccc3)ccc2O1	3	-0.2	-17	/
COc1ccccc1-c1ccc([C@@H]2[C@H](CO)N(C(C)=O)C23CN(C(C)=O)C3)cc1	/	0.2	-54	-4
C[C@H](CO)N1C[C@H](C)[C@H](CN(C)Cc2ccc(-c3ccccc3)cc2)Oc2c(NC(=O)Nc3ccc4c(c3)OCO4)cccc2C1=O	46	0.3	-2	3
C[C@@H]1CN([C@H](C)CO)C(=O)Cc2cc(NS(C)(=O)=O)ccc2O[C@H]1CN(C)C(=O)NC1CCCCC1	14	7.6	5	-3
C[C@@H]1CN([C@H](C)CO)C(=O)c2cc(-c3cncnc3)cnc2O[C@@H]1CN(C)C(=O)Cc1ccccc1	/	-3.0	3	0
O=C(C[C@H]1C[C@@H]2c3cc(NC(=O)CC4CC4)ccc3O[C@@H]2[C@@H](CO)O1)NCC(F)(F)F	26	3.7	1	0
C[C@H](CO)N1C[C@H](C)[C@H](CN(C)S(C)(=O)=O)Oc2c(NS(=O)(=O)c3cccs3)cccc2C1=O	-21	-0.8	4	-2
O=C(C[C@@H]1C=C[C@@H](NS(=O)(=O)c2ccccc2)[C@H](CO)O1)NCCN1CCCCC1	44	0.4	9	0
CNC[C@H]1Oc2ncc(C#Cc3ccccc3F)cc2C(=O)N([C@H](C)CO)C[C@H]1C	/	-2.4	1	/
C[C@@H]1CCCCO[C@H](CN(C)C(=O)Nc2ccc(C(F)(F)F)cc2)[C@@H](C)CN([C@@H](C)CO)C(=O)c2cc(NC(=O)C3CCCCC3)ccc2O1	91	0.5	-85*	-8
O=C(C[C@@H]1C=C[C@H](NS(=O)(=O)c2ccccc2F)[C@@H](CO)O1)NCCCN1CCOCC1	-39	6.1	15	1
C[C@@H]1CN([C@H](C)CO)C(=O)c2cc(NC(=O)NC3CCCCC3)ccc2O[C@@H](C)CCCCO[C@@H]1CN(C)S(=O)(=O)c1cn(C)cn1	52	0.1	-11	-6
C[C@H](CO)N1C[C@H](C)[C@H](CN(C)Cc2ccc(C(F)(F)F)cc2)Oc2ccc(NS(=O)(=O)c3ccc(F)cc3)cc2CC1=O	84	-0.3	-40	4
C/C=C/c1ccccc1[C@H]1[C@@H](C#N)N(c2nc(CC)cs2)[C@H]1CO	/	-1.3	-3	-5
CCNC(=O)[C@@H]1[C@@H](CO)[C@@H]2Cn3c(ccc(-c4ccccc4)c3=O)[C@H]1N2CCC(F)(F)F	84	1.0	/	12
COc1ccc(S(=O)(=O)N(C)C[C@@H]2Oc3cc(-c4ccccc4OC)ccc3S(=O)(=O)N([C@H](C)CO)C[C@H]2C)cc1	127*	-1.6	-87*	2

The listing continues.
SMILES	Tcruzi prolif	GASC1 inh	Pf Dd2 inh	C diff growth
COc1ccc(NC(=O)N(C)C[C@H]2OCCCC[C@@H](C)Oc3ccc(NS(C)(=O)=O)cc3C(=O)N([C@@H](C)CO)C[C@@H]2C)cc1	50	0.6	-4	5
COCC(=O)N1[C@@H](CO)[C@@H](c2ccc(-c3ccccc3)cc2)C12CN(C(C)=O)C2	/	-1.3	15	0
COc1cccc(S(=O)(=O)N2C[C@@H](O)COC[C@H]3O[C@H](CC(=O)N4CCOCC4)CC[C@@H]32)c1	2	0.4	6	/
O=C(C[C@@H]1C[C@@H]2c3cc(NS(=O)(=O)c4ccc(F)cc4)ccc3O[C@@H]2[C@@H](CO)O1)NCc1ccccc1F	-9	-1.9	-9	0
O=C(C1CCC1)N1CCCCN2[C@H](CO)[C@@H](c3ccc(C#CC4(O)CCCC4)cc3)[C@@H]2C1	58	0.9	14	11
CCCC#Cc1ccc2c(c1)O[C@@H](CN(C)C(=O)C1CCCCC1)[C@@H](C)CN([C@@H](C)CO)S2(=O)=O	74	3.0	-27	5
COC(=O)C[C@@H]1CC[C@@H]2[C@H](COc3ccc(NS(=O)(=O)c4ccc(C)cc4)cc3C(=O)N2C)O1	107*	-3.4	-11	10
N#C[C@H]1[C@H](c2ccc(C#Cc3ccc(F)cc3)cc2)[C@H](CO)N1C(=O)C1CCC1	99*	-2.1	-46	-14
COc1ccc(NC(=O)Nc2cccc3c2O[C@H](CN(C)C(=O)Nc2cccc4ccccc24)[C@H](C)CN([C@H](C)CO)C3=O)cc1	44	-1.7	?	-8
Cc1ccc(S(=O)(=O)Nc2ccc3c(c2)CC(=O)N([C@H](C)CO)C[C@H](C)[C@H](CN(C)C(=O)Nc2cccc4ccccc24)O3)cc1	4	1.4	-56	10
C/C=C/c1ccc([C@H]2[C@@H](CO)N(C(=O)CC)[C@H]2CN(C)S(C)(=O)=O)cc1	3	-0.4	-4	1
C[C@H](CO)N1C[C@H](C)[C@@H](CN(C)Cc2ccccn2)Oc2ncc(-c3cccc(F)c3)cc2C1=O	/	0.6	6	-3
CC(C)NC(=O)N(C)C[C@@H]1OCCCC[C@@H](C)Oc2ccc(NS(C)(=O)=O)cc2C(=O)N([C@H](C)CO)C[C@H]1C	-17	0.5	36	/
CO[C@@H]1CN(C)C(=O)c2ccc(NC(=O)c3cc(C)on3)cc2OC[C@@H](C)N(S(=O)(=O)c2ccc(F)cc2)C[C@H]1C	14	-0.1	-72	/
COc1ccccc1CNC(=O)C[C@@H]1C[C@@H]2c3cc(NC(=O)c4cccnc4)ccc3O[C@@H]2[C@@H](CO)O1	47	-1.7	11	/
Cc1ccc(S(=O)(=O)N[C@@H]2C=C[C@H](CC(=O)NCCN3CCCCC3)O[C@@H]2CO)cc1	-56	1.1	-7	/
COc1ccc(NC(=O)N(C)C[C@H]2Oc3ccc(NC(=O)CCCCCC(=O)Nc4ccccc4N)cc3C(=O)N([C@H](C)CO)C[C@@H]2C)cc1	/	3.6	47	0
COc1ccc(S(=O)(=O)N(C)C[C@H]2OCCCC[C@H](C)Oc3ccc(NC(=O)Nc4ccc5c(c4)OCO5)cc3C(=O)N([C@@H](C)CO)C[C@@H]2C)cc1	92	16	-71	-3
CO[C@H]1CN(C)C(=O)c2cc(NC(=O)C3CCOCC3)ccc2OC[C@H](C)N(C(=O)c2ccccc2)C[C@@H]1C	9	-0.2	/	/
C/C=C/c1ccc([C@@H]2[C@H](CO)N(Cc3cncnc3)C23CN(C(C)=O)C3)cc1	/	-2.6	-15	2
C[C@@H]1CN([C@@H](C)CO)C(=O)c2cc(NC(=O)CCC(F)(F)F)ccc2O[C@@H]1CN(C)S(=O)(=O)c1ccc(F)cc1	31	-0.8	13	-16
C[C@@H]1CCCCO[C@@H](CN(C)C(=O)Cc2ccccc2)[C@H](C)CN([C@@H](C)CO)C(=O)c2cc(NS(=O)(=O)c3ccccc3)ccc2O1	/	1.0	-6	/
CCCNC(=O)Nc1ccc2c(c1)OC[C@H](C)N(CC1CCCC1)C[C@H](C)[C@@H](OC)CN(C)C2=O	/	0.3	-50	-16
CCCNC(=O)Nc1ccc2c(c1)C(=O)N(C)C[C@H](OC)[C@@H](C)CN(CC1CCCC1)[C@@H](C)CO2	-28	0.9	/	/
O=C(NCC1CC1)[C@@H]1[C@@H](CO)[C@@H]2Cn3c(ccc(-c4ccc(F)cc4)c3=O)[C@H]1N2	7	-1.0	-6	0

A different layout for some results above.
Molecule,Tcruzi prolif,GASC1 inh,Pf Dd2 inh,C diff growth
C/C=C/c1ccc([C@H]2[C@@H](CO)N(C(=O)CC)[C@H]2CN(C)S(C)(=O)=O)cc1,3,-0.4,-4,1
C[C@H](CO)N1C[C@H](C)[C@@H](CN(C)Cc2ccccn2)Oc2ncc(-c3cccc(F)c3)cc2C1=O,/,0.6,6,-3
CC(C)NC(=O)N(C)C[C@@H]1OCCCC[C@@H](C)Oc2ccc(NS(C)(=O)=O)cc2C(=O)N([C@H](C)CO)C[C@H]1C,-17,0.5,36,/

(list continues)
SMILES	Tcruzi prolif	GASC1 inh	Pf Dd2 inh	C diff growth
CN(C)C(=O)[C@H]1[C@H](CO)[C@H]2Cn3c(ccc(-c4ccccc4F)c3=O)[C@@H]1N2C	14	-1.2	5	1
CCC(=O)N1CC[C@@H]2[C@H]1c1cc(-c3ccccc3)ccc1N(C)[C@@H]2CO	62	-0.2	-4	-13
COCC(=O)Nc1ccc2c(c1)C(=O)N(C)[C@H]1CC[C@H](CC(=O)NCCc3ccncc3)O[C@H]1CO2	2	5.2	8	0
C[C@H](CO)N1C[C@H](C)[C@H](CN(C)C(=O)Cc2ccccn2)Oc2ncc(-c3cccc(C(=O)N(C)C)c3)cc2C1=O	-4	2.2	7	2
C[C@H](CO)N1C[C@H](C)[C@@H](CN(C)C)Oc2cc(Br)ccc2S1(=O)=O	26	11	11	-1
Cc1ccc(-c2ccc([C@@H]3[C@@H](CO)N4CCCCN(C(=O)c5ccncc5)C[C@H]34)cc2)cc1	63	25	18	-13
Cc1noc(C)c1NC(=O)Nc1ccc2c(c1)C(=O)N([C@H](C)CO)C[C@@H](C)[C@H](CN(C)S(=O)(=O)c1ccccc1)O2	-12	1.7	-2	3
C[C@@H]1CN([C@H](C)CO)S(=O)(=O)c2ccc(-c3ccc(C(=O)N(C)C)cc3)cc2O[C@@H]1CN(C)C(=O)C1CCC1	4	0.8	-54	-2
C[C@H]1CN([C@@H](C)CO)C(=O)c2cccc(NC(=O)c3ccc(-c4nccs4)cc3)c2O[C@@H]1CN(C)Cc1ccc(-c2ccccc2)cc1	99*	-4.4	-84*	-6
Cc1noc(C)c1S(=O)(=O)Nc1ccc2c(c1)C(=O)N([C@H](C)CO)C[C@@H](C)[C@H](CN(C)S(=O)(=O)c1cccs1)OCCCC[C@H](C)O2	58	-0.8	-47	/
Cc1ccc(S(=O)(=O)N(C)C[C@@H]2Oc3ccc(NC(=O)CCC(F)(F)F)cc3CC(=O)N([C@H](C)CO)C[C@H]2C)cc1	-9	6.9	-6	-7
Cc1ccc(-c2ccc([C@@H]3[C@@H](CO)N4C(=O)CN(C(=O)c5cccnc5)C[C@@H]34)cc2)cc1	/	0.1	-3	51
O=C(C1CCC1)N1CC(=O)N2[C@@H](CO)[C@H](c3ccc(-c4cccnc4)cc3)[C@@H]2C1	/	-1.3	15	4
CO[C@@H]1CN(C)C(=O)c2ccc(NS(=O)(=O)c3ccc(C)cc3)cc2OC[C@H](C)NC[C@H]1C	-54	0.7	17	-1
C/C=C/c1ccc([C@H]2[C@@H](CO)N(C(=O)C3CC3)[C@@H]2CNC(=O)CN(C)C)cc1	/	-1.1	-1	1
CCCN(C)C[C@@H]1Oc2ncc(-c3ccccc3)cc2C(=O)N([C@H](C)CO)C[C@@H]1C	/	5.5	-33&-25	-1&6
C[C@@H]1CN([C@@H](C)CO)C(=O)c2cc(C#CC3(O)CCCC3)cnc2O[C@@H]1CN(C)Cc1ccncc1	8	-0.9	11	-1

Ordered by value in Pf Dd2 inh (rising): 4 of the compounds above.
compound | Pf Dd2 inh
C[C@H]1CN([C@@H](C)CO)C(=O)c2cccc(NC(=O)c3ccc(-c4nccs4)cc3)c2O[C@@H]1CN(C)Cc1ccc(-c2ccccc2)cc1 | -84*
C[C@@H]1CN([C@H](C)CO)S(=O)(=O)c2ccc(-c3ccc(C(=O)N(C)C)cc3)cc2O[C@@H]1CN(C)C(=O)C1CCC1 | -54
Cc1ccc(-c2ccc([C@@H]3[C@@H](CO)N4C(=O)CN(C(=O)c5cccnc5)C[C@@H]34)cc2)cc1 | -3
C[C@@H]1CN([C@@H](C)CO)C(=O)c2cc(C#CC3(O)CCCC3)cnc2O[C@@H]1CN(C)Cc1ccncc1 | 11

An unsorted share of the library; overall some 7.3% were active at least once.
